GPR151 ag: activates the human receptor GPR151. AID 1508602. activation, % at 11.2 µM. 650,000 tested, 1% active. PathHunter beta-arrestin GPR151 cells, luminescence. Q8TDV0; in the data active = activation above about 4.9%;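 note: 0% = median of compound wells and 100% = cells with positive control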
Target sequence (Q8TDV0 whole entry, looked up): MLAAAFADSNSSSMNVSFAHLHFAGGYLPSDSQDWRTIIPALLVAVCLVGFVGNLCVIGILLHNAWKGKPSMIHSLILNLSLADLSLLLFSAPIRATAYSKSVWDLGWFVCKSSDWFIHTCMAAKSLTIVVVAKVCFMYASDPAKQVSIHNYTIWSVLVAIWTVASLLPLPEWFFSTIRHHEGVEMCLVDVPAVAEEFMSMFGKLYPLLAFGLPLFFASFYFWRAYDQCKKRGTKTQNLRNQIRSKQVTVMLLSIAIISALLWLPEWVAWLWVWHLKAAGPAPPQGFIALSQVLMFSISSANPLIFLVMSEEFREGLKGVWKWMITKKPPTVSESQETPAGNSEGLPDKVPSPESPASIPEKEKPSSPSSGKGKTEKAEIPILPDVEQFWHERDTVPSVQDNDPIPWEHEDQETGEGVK
FBW7 activator: human FBW7 E3 ligase activation, primary screen; AlphaScreen FBW7–phospho-cyclin E peptide binding, activator screen; normalized activity (activation), % at 26.1 µM; AID 1259310; Q969H0; 650,000 tested, 0.13% active; in the data active = normalized activity above about 1.9%;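 note: purified mutant Fbw7 with reduced substrate affinity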
TEAD-YAP inh: TEAD-YAP interaction inhibition | HEK-TIYL cells, TEAD-Gal4/YAP UAS-luciferase luminescence | inhibition, % at 9.12 µM | 640,000 tested, 1.4% active | AID 1259422; in the data active = inhibition above about 32%;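 note: 0% = median of test compound wells and 100% = reference inhibitor wells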
MITF primary: human MITF inhibition, primary screen | O75030 | AlphaScreen MITF homodimerization, bead proximity signal | inhibition, % at 2.6 µM | 650,000 tested, 0.91% active | AID 1259374; in the data active = inhibition above about 50%;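 note: 0% = vehicle wells with protein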
Target sequence (O75030 whole entry, looked up): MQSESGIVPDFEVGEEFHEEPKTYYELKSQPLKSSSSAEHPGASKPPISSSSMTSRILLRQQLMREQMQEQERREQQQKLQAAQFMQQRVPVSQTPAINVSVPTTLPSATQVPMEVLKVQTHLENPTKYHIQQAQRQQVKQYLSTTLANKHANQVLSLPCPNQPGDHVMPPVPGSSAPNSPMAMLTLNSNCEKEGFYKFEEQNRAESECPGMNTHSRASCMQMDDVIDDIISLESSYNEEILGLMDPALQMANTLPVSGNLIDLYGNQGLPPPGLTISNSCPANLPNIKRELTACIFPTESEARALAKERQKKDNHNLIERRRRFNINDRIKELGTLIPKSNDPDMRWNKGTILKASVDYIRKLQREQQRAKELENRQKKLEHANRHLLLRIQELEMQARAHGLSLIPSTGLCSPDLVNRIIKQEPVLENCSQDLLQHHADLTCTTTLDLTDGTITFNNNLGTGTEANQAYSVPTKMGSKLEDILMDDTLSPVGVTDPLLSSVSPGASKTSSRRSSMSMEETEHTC
* hit, by the source's call.

Results follow in this order: GPR151 ag, FBW7 activator, TEAD-YAP inh, MITF primary
- COCCNC(=O)c1cc(Br)ccc1Cl
→ 0.4, 0.1, 0, 2
- O=C(COC(=O)C1CCC(N2C(=O)c3ccccc3C2=O)CC1)c1ccc(F)cc1 (centres undefined)
→ -1.3, 0.6, 8, 8
- COc1ccc(Cc2noc(-c3cc(-c4ccncc4)nc4ccccc34)n2)cc1
→ -0.8, -0.1, -6, -1
- CN(C)CC(Oc1ccc(Cl)cc1)C(=O)O (centres undefined)
→ -0.4, 0.2, 7, -2
- COc1cccc(/C=N\N2CCN(c3ccc(Cl)cc3)CC2)c1O
→ -0.6, 0.2, 7, 0
- CCCC1CC(CSc2ncn[nH]2)OC1=O (centres undefined)
→ -0.4, 0.2, 1, 11
- O=C(NCCN1CCOCC1)c1cc(-c2ccc(Br)cc2)nc2ccccc12
→ 1.2, 0.3, 4, -17
- CC(C)COC(=O)c1ccc(N2C(=O)C3C4CCC(C4)C3C2=O)cc1 (centres undefined)
→ -1.3, 0.2, 11, 5
- COc1ccc(-c2c(C(F)(F)F)oc3cc(OC(=O)c4cccnc4)ccc3c2=O)cc1OC
→ -0.7, -0.2, 0, 5
- COc1ccccc1CNC(=O)c1csc(Nc2ccccc2)n1
→ 0.2, 0.6, 4, 20
- O=C(NCc1ccc(Cl)cc1)c1cnc(N2CCCC2)nc1
→ 2.9, -0.1, 3, 3
- CC1CCCC(C)N1C(=O)COc1ccc2ccccc2c1 (centres undefined)
→ 1.0, -0.3, -25, -6
- COc1ccccc1N1CCN(C(=O)c2cnn3c(C)c(Cc4ccccc4)c(C)nc23)CC1
→ 2.2, 0.0, -7, 2
- O=C(/C=C/c1cccs1)N1CCCN(C(=O)/C=C/c2cccs2)CC1
→ -1.2, -0.1, 8, 8
- NS(=O)(=O)c1ccc(NC(=O)CN2CC(=O)Oc3ccccc32)cc1
→ 1.3, 0.0, -8, 16
- CCOC(=O)c1nn(-c2cccc(C)c2)cc1C(=O)c1ccc(Cl)cc1
→ -0.2, -0.1, -21, -14
- COc1ccc(C2C3=C(CCCC3=O)NC3=C2C(=O)CCC3)cc1C(=O)O
→ -0.7, -0.2, 4, -2
- O=C1c2ccccc2C(=O)N1c1ccc(Br)cc1Cl
→ 0.5, -0.1, 9, 9
- Cc1ccc(C(=O)N/N=C\c2ccc(I)o2)o1
→ -0.5, 0.2, -3, 19
- COCCNC(=O)C1Sc2nnc(-c3ccccc3)n2NC1c1ccc(F)cc1 (centres undefined)
→ -0.5, 0.0, 9, -8
- COc1ccc(Nc2nc(NCCCN3CCOCC3)c3[nH]cnc3n2)cn1
→ 1.1, -0.3, -3, -2
- CC(=O)Nc1ccc(N=Nc2c(C)[nH]n(C(N)=S)c2=O)cc1
→ -7.3, 0.3, -21, 16
- CCOc1ccccc1/C=N/NC(=O)c1cc(C)nc2ccccc12
→ 0.6, 0.0, 30, -10
- CCCCN(CC)C(=O)Cc1c(C(=O)O)[nH]c2ccccc12
→ -0.1, 0.0, 4, 17
- CC(C)[C@H]1CN(Cc2ccco2)CCN1Cc1ccccn1
→ -0.1, 0.3, 1, -6
- CCOc1ccc(/C=C2/N=C(c3ccc(OC)c(Br)c3)OC2=O)cc1
→ 0.6, 0.0, -1, -3
- O=C(c1cc2nc(-c3ccc(Br)cc3)cc(C(F)(F)F)n2n1)N1CCN(C(c2ccccc2)c2ccccc2)CC1
→ -0.6, 0.0, -3, 0
- Cc1ccccc1NCC(=O)N/N=C\c1cccn1C
→ -0.3, -0.1, -1, 4
- COCCCNC(=S)N1CCCN(c2nc3cc(C)cc(C)c3cc2C#N)CC1
→ 0.0, 0.1, -8, -2
- CC(=O)Nc1ccccc1/C=C/c1ccc2cccc(OC(C)=O)c2n1
→ 0.6, -0.1, -1, 1
- Cn1cc(CN2CCN3C(=O)[C@H](Cc4cnc[nH]4)NC(=O)[C@H]3C2)c(-c2ccccc2)n1
→ 1.2, 0.0, -6, -13
- O=C(Nc1ccc(-c2nc3ccccc3c(=O)o2)cc1)C(c1ccccc1)c1ccccc1
→ -0.5, -0.1, 7, 2
- O=C1CCC(CCNCc2ccccc2F)N1CC1(N2CCCCC2)CCCC1 (centres undefined)
→ -0.2, 0.1, 0, 8
- COc1ccc(C=O)cc1OC(=O)N1CCOCC1
→ 1.7, -0.1, 2, -2
- Cc1ccccc1Nc1nc(-c2ccc(C)c([N+](=O)[O-])c2)cs1
→ 2.2, -0.2, -25, 2
- COCCn1c2c(c(=O)[nH]c1=O)C(c1ccccc1C)C1=C(N2)c2ccccc2C1=O (centres undefined)
→ -1.4, -0.1, 19, 7
- Cc1cc(C)n2nc(C(=O)Nc3ccc4c(c3)CCC4)nc2n1
→ -1.1, 0.5, -21, 11
- COc1cccc(NC(=S)N2CCC(N(C)CCN3CCOCC3)CC2)c1
→ 0.5, 1.3, 3, 9
- CC(=O)N(C)c1ccc(N=Cc2ccccc2O)cc1
→ -0.7, -0.2, -5, -8
- Cc1ccc(NC(=O)C(=O)NCc2ccccc2)cc1C
→ 1.3, -0.1, -34, -1
- O=C(NCc1ccco1)C(=O)NCC1OCCN1C(=O)c1ccc2c(c1)OCO2 (centres undefined)
→ -1.5, 1.1, 0, -3
- Cc1cc(NCCCOC(C)C)n2c(nc3ccccc32)c1C#N
→ 0.7, 0.0, 10, -8
- O=C(CNC(=O)c1ccccc1F)OCc1ccc(F)cc1
→ 0.8, 0.2, -1, 12
- Cc1c(S(=O)(=O)NCCc2ccccn2)sc2ccc(Cl)cc12
→ -0.6, -0.1, -12, 2
- CCOc1ccc(NS(=O)(=O)c2ccc(NC(=O)NC3CCCCC3)cc2)cc1
→ -0.4, -0.1, 3, -7
- CCOC(=O)/C=C(\C)N1N=C(c2ccccc2)CC1c1ccc(N(C)C)cc1 (centres undefined)
→ 0.9, 0.2, -59, -2
- COc1cc(C2NC(=O)NC(C)=C2C(=O)OC2CCCC(C)C2)ccc1O (centres undefined)
→ 0.6, 0.1, -18, -8
- O=C(C1CC2CCCN2C12C(=O)Nc1ccccc12)N1CCN(c2ccccc2)CC1 (centres undefined)
→ -2.1, 0.0, -1, 12
- CC(C)N(CCNC(=O)C1CCN(c2ccc(Nc3cnccn3)nn2)CC1)C(C)C
→ 0.7, -0.1, -2, 12
- CCCCN(C)C(=O)C1CCN(c2nn3cc(-c4ccc(C)cc4)nc3s2)CC1
→ -1.7, 0.4, -5, 7
- CC(=O)NCC1CCC2(CCN(Cc3ccc(C(C)C)cc3)CC2)O1 (centres undefined)
→ -1.5, 0.1, 4, 9
- CC(=O)OC[C@H]1O[C@@H](Oc2ccccc2)[C@H](OC(C)=O)[C@@H](OC(C)=O)[C@@H]1OC(C)=O
→ 2.1, -0.1, 5, 7
- COc1ccccc1/C=c1\sc2nc(-c3ccccc3)nn2c1=O
→ 1.3, 0.5, -1, 8
- COC(=O)CCCN1C(=O)/C(=C/c2cccs2)SC1=S
→ -0.3, -0.1, -9, 9
- COc1ccc(C2Nc3ccccc3C(=O)N2c2ccccc2)cc1 (centres undefined)
→ -1.5, -0.1, -24, -4
- COc1cc(Br)cc(/C=C2\C(=O)NN(c3ccccc3)C2=O)c1O
→ 1.0, -0.1, -7, -1
- CC1CC(C)CN(CCCNC(=O)c2cc(-c3ccccn3)nc3ccccc23)C1 (centres undefined)
→ 1.1, -0.1, 9, -8
- O=C(c1ccc2ccccc2c1)C1CCCN(C(=O)CN2CCCCC2=O)C1 (centres undefined)
→ -1.4, 0.3, 2, 13
- CC(C)CC(=O)Nc1ccc(-c2nnn(CC(=O)NCc3ccco3)n2)cc1
→ 0.4, -0.2, -23, -5
- O=C(CSc1cn(Cc2cccc(F)c2)c2ccccc12)N1CCCC1
→ 1.9, -0.1, -16, -4

(more compounds)
Results follow in this order: GPR151 ag, FBW7 activator, TEAD-YAP inh, MITF primary
- COc1ccc(N2CCN(C(=O)CSc3nc4[nH]ncc4c(=O)n3-c3ccc(F)c(Cl)c3)CC2)cc1
→ -0.7, -0.1, 5, 2
- COC(=O)C1=C(C)NC2=C(C(=O)CC(c3ccco3)C2)C1c1ccccc1F (centres undefined)
→ -0.1, 0.1, 11, 0
- CN(C)C(=O)c1cccnc1Nc1ccc2[nH]ncc2c1
→ -6.1, 0.3, 9, 19
- Cc1ccc(C(C)C)c(OCc2nc3c4cnn(C)c4ncn3n2)c1
→ -1.8, 0.1, 4, -3
- Cc1ccccc1OCC(O)Cn1c(N2CCN(C)CC2)nc2c1c(=O)n(C)c(=O)n2C (centres undefined)
→ 1.3, 0.0, -1, -14
- COc1cc2c(cc1NC(=O)Cc1ccc([N+](=O)[O-])cc1)oc1ccccc12
→ 0.4, 0.0, 9, 11
- CN(C)S(=O)(=O)c1cccc(NC(=S)N(CCC#N)Cc2cccnc2)c1
→ 2.6, 0.0, 2, -12
- CSc1ccc(CCNC(=O)Cc2noc3ccccc23)cc1
→ 3.7, -0.1, -7, -5
- O=C(OCc1ccccc1)C1=NNC2C(=O)N(c3ccc(Br)cc3)C(=O)C12 (centres undefined)
→ 0.4, 0.1, 1, 15
- CNS(=O)(=O)c1cccc(C(=O)OCC(=O)NC2CCS(=O)(=O)C2)c1 (centres undefined)
→ -0.7, 0.1, 0, 8
- COc1ccc([C@H]2C[C@H](C(=O)N3CCCCC3)N(C)S(=O)(=O)N2)cc1
→ -1.7, 0.6, -2, -1
- CC(=O)c1cccc(-c2cc(C(=O)NCCN(C(C)C)C(C)C)ccn2)c1
→ -2.1, -0.1, 0, -5
- O=C(CC(NCCO)C(=O)O)Nc1cccc(Cl)c1 (centres undefined)
→ 2.9, 0.0, 1, -6
- COc1cc2c(cc1OC)C(c1[nH]c(C(=O)O)c(C)c1Br)NCC2 (centres undefined)
→ -0.5, 0.2, 10, 12
- Cc1ccc(S(=O)(=O)NC(=O)c2ccc(Cl)cc2)cc1
→ 1.0, 0.2, 10, 15
- CCC1(c2ccccc2)NC(=S)N(c2ccc(C)cc2)N1 (centres undefined)
→ -0.9, 0.1, -13, 4
- O=S(=O)(c1cccc(C(F)(F)F)c1)c1cnc(-c2ccccn2)nc1-c1cccnc1
→ 0.4, 0.2, 6, 11
- CCN1C(N)=C(C#N)C(c2ccc3[nH]c4ccccc4c3c2)c2nc(C)oc21 (centres undefined)
→ 2.0, -0.1, 16, -12
- NC(=O)C1(N2CCCCC2)CCN(CC(=O)Nc2ccccc2-c2ccccc2)CC1
→ 0.4, 0.0, -5, 12
- CC(C)OC(=O)c1cccc(C(=O)Oc2ccccc2)n1
→ 1.2, 0.2, 2, 10

Quoted from the results shown (two entries):
Results follow in this order: GPR151 ag, FBW7 activator, TEAD-YAP inh, MITF primary
- COc1ccc(N2CCN(C(=O)CSc3nc4[nH]ncc4c(=O)n3-c3ccc(F)c(Cl)c3)CC2)cc1
→ -0.7, -0.1, 5, 2
- COC(=O)C1=C(C)NC2=C(C(=O)CC(c3ccco3)C2)C1c1ccccc1F (centres undefined)
→ -0.1, 0.1, 11, 0

The main list resumes, repeating the 2 entries before the break.
Results follow in this order: GPR151 ag, FBW7 activator, TEAD-YAP inh, MITF primary
- NC(=O)C1(N2CCCCC2)CCN(CC(=O)Nc2ccccc2-c2ccccc2)CC1
→ 0.4, 0.0, -5, 12
- CC(C)OC(=O)c1cccc(C(=O)Oc2ccccc2)n1
→ 1.2, 0.2, 2, 10
- Cc1[nH]c2ccccc2c1C(=O)CN1CCCCC1
→ -0.5, 0.0, 9, 4
- O=C(CSc1ccc(C(F)(F)F)cc1[N+](=O)[O-])NCCOc1ccc(Cl)cc1
→ 0.7, 0.1, 1, 1
- COc1ccc(/C=C/C(=O)C(C(N)=O)=C2SCS2)cc1
→ -0.1, 0.0, -38, 5
- Cc1cc(I)ccc1NC(=O)CC(C)C
→ 3.2, 0.3, 5, -8
- Cc1cccc(C(=O)NC(=S)Nc2cccc(C)n2)c1
→ -0.8, -0.2, -54, -2
- COC(=O)c1ccc(C(=O)OC)c(NC(=O)COC(=O)c2cc(F)ccc2N)c1
→ -1.3, 0.6, 12, 13
- Nc1ncnc(SC2=NCCCN2)c1[N+](=O)[O-]
→ 0.9, 0.0, 8, 8
- COc1cn(CC(=O)Nc2ccc(C)cc2C)c(CSc2ccc(C)cc2)cc1=O
→ 0.0, 0.0, 2, -19
- COc1ccc(Br)cc1CN1CCSCC1
→ 0.6, 0.0, 9, 6
- Cc1cc2c(C)nc(N3CCC(NCC(C)Oc4cccnc4)CC3)nc2cc1F (centres undefined)
→ 1.0, 0.0, 5, 2
- c1ccc2c(Nc3nc4ncnc(NCc5nc6ccccc6[nH]5)c4[nH]3)nccc2c1
→ -2.0, -0.1, -6, 17
- Cc1ccc(CN2CCNC(=O)C2CC(=O)O)cc1 (centres undefined)
→ 0.5, 0.4, 2, 12
- O=C(O)CCC(=O)NCc1ccco1
→ 1.7, -0.1, -7, 3
- O=C(CSCc1ccccc1)Nc1nnc(SCC(=O)c2ccccc2)s1
→ 2.2, 0.0, 4, -8
- CC(C(=O)N1CCCCC1)(C(F)(F)F)C(F)(F)F
→ -0.9, -0.3, -4, -6
- O=C(Nc1ccc(Cc2ccncc2)cc1)c1ccc(Oc2ccc(C(=O)Nc3ccc(Cc4ccncc4)cc3)cc2)cc1
→ 0.0, 0.1, 62*, 6
- O=C(NCc1ccc(F)cc1)c1ccc2c(c1)NC(=O)c1ccccc1S2(=O)=O
→ -0.7, -0.1, -4, -14
- CCCCCCn1c(=O)[nH]c2nc3cc(N=CN(C)C)ccc3nc2c1=O
→ -0.4, 0.0, -3, 11
- Cc1cccc(CC(=O)Nc2cccc(-n3c(C)nc4ccccc4c3=O)c2)c1
→ -1.8, 0.2, -2, 18

Some entries already given, limited to MITF primary.
| molecule | MITF primary |
| --- | --- |
| COCCn1c2c(c(=O)[nH]c1=O)C(c1ccccc1C)C1=C(N2)c2ccccc2C1=O (centres undefined) | 7 |
| COC(=O)c1ccc(C(=O)OC)c(NC(=O)COC(=O)c2cc(F)ccc2N)c1 | 13 |

Screens as filed in PubChem BioAssay.

Hits appear at their usual frequency; about 3.4% have a hit in one of these screens.
